Screening data (PubChem BioAssay)
HePTP inh – inhibitors of human HePTP phosphatase, primary screen, biochemical, absorbance, leukemia target | Tyrosine-protein phosphatase non-receptor type 7 (Homo sapiens), P35236 | recombinant HePTP phosphatase activity, OD absorbance | inhibition, % at 20 µM | actives 0.64% (n = 110,000) | AID 521, 2006; in the data active = inhibition above about 50%;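 note: plate controls were vehicle for no effect and reference inhibitor for full effect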
Target sequence (P35236 whole entry, looked up): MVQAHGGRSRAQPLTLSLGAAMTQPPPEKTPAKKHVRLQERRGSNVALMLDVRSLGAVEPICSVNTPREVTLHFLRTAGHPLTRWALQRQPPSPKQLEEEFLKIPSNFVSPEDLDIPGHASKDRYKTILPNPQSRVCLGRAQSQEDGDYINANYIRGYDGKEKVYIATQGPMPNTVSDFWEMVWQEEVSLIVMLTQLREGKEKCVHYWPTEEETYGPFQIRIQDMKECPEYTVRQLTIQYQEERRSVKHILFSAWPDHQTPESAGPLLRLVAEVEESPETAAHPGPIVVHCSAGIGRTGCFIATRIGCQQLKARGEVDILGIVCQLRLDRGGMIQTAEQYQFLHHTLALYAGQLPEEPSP
BAP1 block – inhibitors of BAP1 deubiquitinase, primary screen, biochemical, Ub-AMC fluorescence, kinetic. actives 0.48% (n = 72,000). AID 436, 2006. activity remaining (% of control), % at 20 µM. Ubiquitin carboxyl-terminal hydrolase BAP1 (Homo sapiens), Q92560. recombinant BAP1, Ub-AMC hydrolysis fluorescence kinetic; hits give low values;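 active = activity remaining at or below 50% of control, provided the compound also passes the data quality filters; inactive = the rest, including low values that fail the filters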;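 note: 100% = DMSO wells rate and 0% = substrate alone blank rate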
Target sequence (Q92560 whole entry, looked up): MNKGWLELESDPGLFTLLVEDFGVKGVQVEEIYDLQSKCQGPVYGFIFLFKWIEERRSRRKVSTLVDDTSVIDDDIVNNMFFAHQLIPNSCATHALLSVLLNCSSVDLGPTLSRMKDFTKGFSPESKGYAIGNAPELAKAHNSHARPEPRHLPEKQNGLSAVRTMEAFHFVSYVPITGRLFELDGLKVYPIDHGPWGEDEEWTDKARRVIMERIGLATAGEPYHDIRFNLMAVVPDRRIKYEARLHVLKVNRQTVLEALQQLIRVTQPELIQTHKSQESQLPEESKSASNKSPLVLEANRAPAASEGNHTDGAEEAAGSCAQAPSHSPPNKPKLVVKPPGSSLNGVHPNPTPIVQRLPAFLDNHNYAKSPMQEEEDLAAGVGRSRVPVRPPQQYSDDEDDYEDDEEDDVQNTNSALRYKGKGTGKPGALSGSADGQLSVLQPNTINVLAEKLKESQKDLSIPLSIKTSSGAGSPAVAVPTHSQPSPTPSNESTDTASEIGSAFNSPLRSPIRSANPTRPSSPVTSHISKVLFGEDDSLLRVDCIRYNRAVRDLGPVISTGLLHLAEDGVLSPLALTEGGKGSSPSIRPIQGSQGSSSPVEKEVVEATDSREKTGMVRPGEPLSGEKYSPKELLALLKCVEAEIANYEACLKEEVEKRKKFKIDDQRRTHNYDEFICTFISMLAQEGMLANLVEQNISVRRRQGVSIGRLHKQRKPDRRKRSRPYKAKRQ
* hit, by the source's call; · = not tested or not shown; & = joins results of further samples.

SMILES	HePTP inh	BAP1 block
CCCn1c(=O)c2ccccc2n2c(SCC(=O)NCc3cccs3)nnc12	5	91
O=C(c1cccc(F)c1)n1nnc2ccccc21	-5	99
N#C/C(=C\c1ccco1)c1nc(-c2ccccc2)cs1	0	·
O=C(Nc1ccccc1)c1ccc(S(=O)(=O)N2CCCCC2)cc1	1	94
COCCOC(=O)c1c(C)oc2ccc(OCc3ccccc3F)cc12	3	·
COc1ccc(NC(=O)c2c(NC(=O)c3ccc([N+](=O)[O-])cc3)sc3c2CCCC3)cc1	0	·
COC(=O)c1cc(NC(=O)COc2ccc(Br)cc2)cc(C(=O)OC)c1	7	·
CCc1cccc(C)c1NC(=O)c1ccc(OC)c([N+](=O)[O-])c1	11	·
CCC1=NN(C(=O)c2ccc([N+](=O)[O-])cc2)C(O)(c2ccncc2)C1 (stereo not drawn)	-3	·
Cc1cc2c(cc1C)N(C(=O)CN1C(=O)c3ccccc3C1=O)C(C)(C)c1ssc(=S)c1-2	3	·
CC(=O)c1ccc(C(=O)Nc2nc(-c3ccc(C)cc3)cs2)cc1	·	87
Cc1cccc(NC(=O)c2ccc(S(=O)(=O)N3CCCCC3)cc2)n1	10	97
CC(=O)N1CCc2c(sc(NC(=O)c3ccc4c(c3)OCCO4)c2C#N)C1	0	106
O=C(Nc1ccc(NC(=O)c2ccc(Br)cc2)cc1)c1ccc(Cl)cc1	2	·
Cc1nc(SCC(=O)N2CCN(C(=O)c3ccco3)CC2)c2c(C)c(C)sc2n1	4	147
Cc1ccc(-c2noc(CN(C(=O)CCN3C(=O)c4ccccc4C3=O)C(C)C)n2)cc1	-1	119
COc1ccc(C2CC(=O)C3=C(C2)Nc2ccccc2NC3c2coc3ccc(Cl)cc3c2=O)cc1 (stereo not drawn)	·	86
CC(C)(CNS(=O)(=O)c1ccc(Cl)cc1)N1CCCCC1	-12	102
CNC(=O)c1ccc2nc(NC(C)=O)sc2c1	8	104
CCOC(=O)C1CCCN(c2c(N3CCc4ccccc4C3)c(=O)c2=O)C1 (stereo not drawn)	6	91
COc1ccc(OC)c(C(=O)CSc2nnc(-c3cccnc3)n2C)c1	0	96
CCCCP(=O)(c1ccccn1)c1ccccn1	10	·
CCOc1ccccc1N1CCN(C(=O)Nc2ccc(Cl)c(Cl)c2)CC1	2	·
COc1ccc(-c2nc(-c3ccc(Cl)cc3)no2)cc1	10	·
Cc1cc(NC(=O)Cn2nc(-c3ccccc3F)ccc2=O)ccc1-n1cnnn1	5	96
Cc1nc2cc(N3CCOCC3)c(NC(=O)C3CC3)cc2c(=O)n1Cc1ccccc1	6	90
CCOc1ccc(-c2cnc(N)nc2N)cc1	12	·
CC(C)c1[nH]c(=O)c(C#N)c2c1CSC(C)(C)C2	7	75
O=C(OCc1nc2ccc(Cl)cc2n1CCO)c1ccc2c(c1)OCO2	8	82
C/C(=N\NC(=O)c1cc(C2CC2)[nH]n1)c1ccc(C)cc1	-9	·
CCOc1ccccc1NC(=O)Cn1nnc(C(=O)Nc2ccc(C)cc2)c1N	3	98
CCN(CC)S(=O)(=O)c1ccc2c(c1)C(=Cc1ccccc1)c1cc(S(=O)(=O)N(CC)CC)ccc1-2	10	·
COc1ccc(OC)c(Nc2cc(C(=O)NCCCN3CCOCC3)c3ccccc3n2)c1	1	90
O=C(NCCc1ccc(F)cc1)N1CCOCC1	8	83
COc1cc(NC(=O)C2CCCN2C(=O)OCc2ccccc2)cc(OC)c1 (stereo not drawn)	·	98
COc1ccc(N2CCN(C(=O)c3ccc4c(c3)OCO4)CC2)cc1	0	92
CCCCOc1cccc(C(=O)Nc2ccc(Cl)cn2)c1	·	298
CCOP(=O)(c1c(F)c(F)c(F)c(F)c1F)C(O)c1ccccc1 (stereo not drawn)	-1	116
CCOCCCNS(=O)(=O)c1ccc(NC(=O)c2ccccc2)cc1	-2	99
COc1ccccc1NC(=O)c1cc(I)ccc1Cl	-8	·

Reformatted: results already given.
molecule | HePTP inh | BAP1 block
CCN(CC)S(=O)(=O)c1ccc2c(c1)C(=Cc1ccccc1)c1cc(S(=O)(=O)N(CC)CC)ccc1-2 | 10 | ·
COc1ccc(OC)c(Nc2cc(C(=O)NCCCN3CCOCC3)c3ccccc3n2)c1 | 1 | 90
O=C(NCCc1ccc(F)cc1)N1CCOCC1 | 8 | 83
COc1cc(NC(=O)C2CCCN2C(=O)OCc2ccccc2)cc(OC)c1 (stereo not drawn) | · | 98
COc1ccc(N2CCN(C(=O)c3ccc4c(c3)OCO4)CC2)cc1 | 0 | 92
CCCCOc1cccc(C(=O)Nc2ccc(Cl)cn2)c1 | · | 298
CCOP(=O)(c1c(F)c(F)c(F)c(F)c1F)C(O)c1ccccc1 (stereo not drawn) | -1 | 116

Carrying on:
SMILES	HePTP inh	BAP1 block
O=C(COc1ccc(Br)cc1)Nc1ccc(Cl)c(Cl)c1	6	·
CN(C)c1nc(-c2ccccc2)cc(-c2ccccc2)n1	13	·
Cn1c(C(=O)N2CCC(C(N)=O)CC2)cc2c(=O)n(C)c3ccccc3c21	5	94
CCC(Sc1nc(C)cc(C)n1)C(=O)Nc1ccc([N+](=O)[O-])cc1 (stereo not drawn)	-6	·
Clc1ccccc1-c1nc(NCc2ccccc2)c2ccccc2n1	2	·
CCOc1ccccc1NC(=O)c1c(NC(=O)c2ccccc2F)sc2c1CCCCC2	2	·
O=C(c1cccnc1)N1N=C(c2ccccc2)CC1(O)C(F)(F)C(F)(F)C(F)(F)F (stereo not drawn)	10	·
COc1cccc(-n2c(C=C3C(=O)N(C)c4ccc(Br)cc43)nc3ccccc3c2=O)c1	-1	·
Cc1cn2c(-c3cccnc3)nnc2s1	8	57
O=C(NCc1ccco1)C1CCN(S(=O)(=O)N2CCOCC2)CC1	1	110

Of the compounds above, these have a cyano group.
SMILES	HePTP inh	BAP1 block
N#C/C(=C\c1ccco1)c1nc(-c2ccccc2)cs1	0	·
CC(=O)N1CCc2c(sc(NC(=O)c3ccc4c(c3)OCCO4)c2C#N)C1	0	106
CC(C)c1[nH]c(=O)c(C#N)c2c1CSC(C)(C)C2	7	75

Remaining list, next part:
SMILES	HePTP inh	BAP1 block
Cc1ccc(Cn2c(SCC(=O)Nc3cc(C)on3)nc3ccccc3c2=O)cc1	-8	63
CC1CCCCN1C(=O)CSc1nnc(-c2c[nH]c3ccccc23)o1 (stereo not drawn)	-4	95
CN(C)CCC(=O)c1cccc([N+](=O)[O-])c1	2	·
CCOC(=O)CONC(=NCc1ccccc1)c1nonc1N	-11	·
O=C(Nc1ccc2oc(-c3ccc(F)cc3)nc2c1)c1ccc(Cl)c([N+](=O)[O-])c1	·	66
CCOc1ccc(OCc2cccc(C(=O)N3CCCC3)c2)cc1	2	111
O=C(NCCN1CCOCC1)c1cc2nc(-c3ccc([N+](=O)[O-])cc3)cc(C(F)(F)F)n2n1	1	·
COc1ccc(CNC(=O)C(=O)NCc2ccc(C)cc2)cc1	4	·
Cc1cccc(N2C(=O)/C(=C/c3ccc(Br)cc3)SC2=S)c1	4	·
CN1CCN(c2nc(-c3cccnc3)nc3ccccc23)CC1	-3	98
COc1cc(C(=O)NCCCNc2ccc([N+](=O)[O-])cc2)cc(OC)c1OC	5	·
CC(=O)c1c(C(C)=O)c(C)n(NC(=O)c2ccncc2)c1C	5	114
NCC(O)(c1ccc(Cl)cc1)c1ccc(Cl)cc1	-2	·
CS(=O)(=O)c1ccc2nc(NC(=O)c3ccco3)sc2c1	-1&16	106
CCN(CC)S(=O)(=O)c1ccc2oc(C(=O)NCc3ccc(F)cc3)c(C)c2c1	1	·
CCOC(=O)c1sc(NC(=O)C(CC)Sc2nccn2C)nc1C (stereo not drawn)	-3	90
O=C(NCCC1=CCCCC1)c1ccc2c(=O)n3c(nc2c1)CCCCC3	6	86
Cc1ccccc1CN1CCN(S(=O)(=O)c2ccc(Cl)cc2)CC1	5	·
Cc1cc(=O)[nH]c(SCC(=O)NCCOc2ccccc2)n1	6	96
CCOC(=O)CN1C(=O)/C(=C2\SC(=S)N(c3ccccc3)C2=O)c2ccccc21	10	·
Cc1ccc(-c2cc(-c3cc(Cl)ccc3O)[nH]n2)cc1	-4	·
COc1ccc(S(=O)(=O)N(C)CC(=O)N2CCCCC2)cc1Cl	3	108
COc1ccc(CCNS(=O)(=O)c2cccc([N+](=O)[O-])c2)cc1OC	4	·
NC(=O)C(Cc1ccccc1)NS(=O)(=O)c1ccc(N2CCCC2=O)cc1 (stereo not drawn)	4	96
Nn1c(SCC(=O)N2CCCc3ccccc32)nnc1-c1ccc(Cl)cc1	7	81
O=C(/C=C/c1ccc2c(c1)OCO2)c1ccc(Br)cc1	9	·
Cc1cc(C)n(C(=O)CNC(=O)c2ccc(F)cc2)n1	6	·
COc1ccc(S(=O)(=O)N(CC(=O)Nc2ccc(C)c(Cl)c2)Cc2ccccc2)cc1	0	·
Cc1cc(C)n(C(=O)c2cccc(S(=O)(=O)N3CCOCC3)c2)n1	-8	130
COCc1cc(CN2CCCC2)c(O)c2ncccc12	-6	89
CCCCCNC(=O)c1ccc2c(=O)[nH]c3c(C(=O)NCC4CCCO4)sc(=S)n3c2c1 (stereo not drawn)	4	54
C[n+]1ccc(-c2ncc(-c3ccc(F)cc3)o2)cc1	-16	·
CC1CCN(CC(=O)NCc2ccccc2)CC1	11	78
CCOC(=O)C1=C(C)N=c2s/c(=C\c3ccc([N+](=O)[O-])o3)c(=O)n2C1c1ccccc1Cl (stereo not drawn)	-11	·
COc1ccc(S(=O)(=O)N2CCC(N3CCCCC3)CC2)cc1	6	159
O=C(C1CC1)N1CCC(c2nc(-c3ccc(S(=O)(=O)NCC4CCCO4)cc3)no2)CC1 (stereo not drawn)	7	113
CSCCC(=O)Nc1ccc(C(C)=O)cc1	1	91
COc1ccc(OC)c(C2/C(=C(/O)c3cnn(-c4ccccc4)c3C)C(=O)C(=O)N2CCN(C)C)c1 (stereo not drawn)	12	69
Cc1ccc(N2C(=O)c3ccccc3NC2c2ccccc2)cc1Cl (stereo not drawn)	11	·
O=S(=O)(N=Nc1c(O)[nH]c2ccccc12)c1ccc2ccccc2c1	-3	·
CCCCOC(=O)c1ccc(NC(=O)c2cccc(OCCC)c2)cc1	4	·
CCOCCOC(=O)c1cccc(NC(=O)/C=C/c2ccc(Cl)cc2Cl)c1	-5	·
CCOC(=O)n1ccc(C(=O)Nc2ccccc2F)n1	3	93
CCOC(=O)C1=C(C)NC(=S)NC1c1ccc(C(=O)O)cc1 (stereo not drawn)	-6	·
Cc1ccc(-c2nnc(-c3ccc(F)cc3)o2)cc1	4	·
Cc1ccc(S(=O)(=O)NCc2ccncc2)cc1[N+](=O)[O-]	2	·
N#C/C(=C/c1ccc(C#N)cc1)C(=O)Nc1cccc(Br)c1	-6	·
CCN(CC)CCCN(Cc1cc2cc3c(cc2[nH]c1=O)OCCO3)C(=O)Nc1ccc(F)cc1	-3	·
CCOC(=O)C1=C(C)N=c2s/c(=C\c3ccc(OC)c(OC)c3OC)c(=O)n2C1c1ccc(Cl)cc1 (stereo not drawn)	3	·
COc1ccc(C2CC(=O)C3=C(C2)Nc2ncnn2C3c2ccccc2C)cc1 (stereo not drawn)	9	64

Some values from above:
BAP1 block with `Cc1cc(=O)[nH]c(SCC(=O)NCCOc2ccccc2)n1` : 96
HePTP inh with `COc1ccc(CCNS(=O)(=O)c2cccc([N+](=O)[O-])c2)cc1OC` : 4

Next records follow:
SMILES	HePTP inh	BAP1 block
CC(C)(C)C#C/C=N/n1nnc(-c2ccccc2)n1	-8	·
C=CCC(NCc1ccco1)c1ccc(OC)cc1OC (stereo not drawn)	12	101
CCOC(=O)c1sc(C)c2c(=O)[nH]cnc12	-5	·
CCOc1ccc(C(=O)Nc2ccccc2C(N)=O)cc1	5	·
C=CCn1c(SCC(=O)N2CCN(c3ccc(F)cc3)CC2)nnc1-c1cccs1	7	110
COCCNC(=O)c1cnn2c1NC(c1ccc(OC)c(OC)c1)CC2C(F)(F)F (stereo not drawn)	6	55
CCN(CC)c1nc2nonc2nc1N(CC)CC	2	87
CCOC(=O)C1CCN(C(=O)C2CCN(S(=O)(=O)N3CCCC3)CC2)CC1	10	102
O=S(=O)(c1cccs1)N1CN(Cc2cccs2)c2nc3ccccc3nc21	-7	56
O=C1OC(c2ccccc2)=C/C1=C/c1ccc(-c2ccc([N+](=O)[O-])cc2)o1	-5	·
CC(=O)CSc1ncnc2c1oc1ccccc12	-5	95
COn1c(C)c(C(C)=O)c2c3nonc3ccc21	2	94
COc1cccc(C2C(N3C(=O)c4ccccc4C3=O)C(=O)N2c2ccccc2OC)c1 (stereo not drawn)	·	71
CC(C)NC(=O)NCC12CC3CC(C1)CC(CNC(=O)NC(C)C)(C3)C2	3	·
COc1nc(N=C(N)N)nc2c(C)cccc12	1	·
CC(OC(=O)c1ccco1)C(=O)NC1CCCCC1 (stereo not drawn)	5	104
CC(=O)N(C)c1ccc(NC(=O)c2cnn(C)c2)cc1	4	98
O=C1C2C(C(=O)N1c1ccc(Cl)cc1)C2(c1ccccc1)c1ccccc1 (stereo not drawn)	-7	·
O=C(O)/C=C/C(=O)Nc1ccccc1C(=O)Nc1ccccc1	10	·
O=C(Nc1ccc(N2CCOCC2)cc1)C1CCCN(S(=O)(=O)c2ccccc2)C1 (stereo not drawn)	1	107
OCc1cccc(N=Cc2ccc(C=Nc3cccc(CO)c3)cc2)c1	3	·
COc1ccc(OC)c(NC(=O)c2cc3n(n2)C(C(F)(F)F)CC(c2ccc4c(c2)OCO4)N3)c1 (stereo not drawn)	-4	45*
CN(Cc1ccccc1)Cc1nc2c(c(=O)n(C)c(=O)n2C)n1Cc1ccc(Cl)cc1	-3	93

Arranged by length of the SMILES (rising): three of the compounds above.
SMILES	HePTP inh	BAP1 block
CC(=O)N(C)c1ccc(NC(=O)c2cnn(C)c2)cc1	4	98
O=C1C2C(C(=O)N1c1ccc(Cl)cc1)C2(c1ccccc1)c1ccccc1 (stereo not drawn)	-7	·
O=C(Nc1ccc(N2CCOCC2)cc1)C1CCCN(S(=O)(=O)c2ccccc2)C1 (stereo not drawn)	1	107
